# DENV2 CPE rescue = inhibitors of DENV2 cytopathic effect, primary screen, cell-based, plate reader, single concentration | 350,000 compounds, 1.7% hits | DENV2-infected cells, cytopathic effect rescue | CPE inhibition, % at 9.99 µM; in the data active = CPE inhibition above about 20%, passing the limit was not always enough; tested in BHK-21 cells;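 also: 0% = median of neutral control wells and 100% = median of positive control wells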
# Statin myotox sup = suppressors of statin myotoxicity in C2C12 myotubes, primary screen, cell-based, single point, plate reader | 330,000 compounds, 0.78% hits | rescue of ATP level, % at 7.49 µM | AID 602340, 2012 | C2C12 myotubes + simvastatin, ATP luminescence, 48 h; scaled: DMSO 0, geranylgeraniol control 100;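 active = mean ATP rescue above about 67%, or every replicate alone reaching that limit, limit read from the data, passing the limit was not always enough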;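 also: myotubes were challenged with 10 µM simvastatin during compound exposure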
# S100A4 MyoIIA = inhibitors of S100A4-myosin IIA peptide binding, primary screen, biochemical, fluorescence polarization, TAMRA-MyoIIA peptide. 360,000 compounds, 0.14% hits. inhibition, % at 10.7 µM;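 active = mean inhibition of at least 70% across replicates, with every replicate also reaching that level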
# Target sequence (P26447 whole entry, looked up): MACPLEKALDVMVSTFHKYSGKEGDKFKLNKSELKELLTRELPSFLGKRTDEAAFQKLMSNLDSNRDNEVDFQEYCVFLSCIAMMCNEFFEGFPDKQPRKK
#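 Material: S100A4 monomer protein | Medium: HEPES pH 7.2 with CaCl2, KCl, NaCl, DTT, Triton | Reagent: Labelled myosin peptide probe, 5 nM | Doses: One dose per compound | Times: 5 min incubation before reading | Benchmarks: Neutral control DMSO, positive control TFP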
# E-selectin induc = E-selectin induction in HUVECs, primary screen, imaging, HUVEC, immunofluorescence imaging, single point; 260,000 compounds, 0.37% hits; normalized: neutral wells 0, TNF-alpha wells 100; AID 686992, 2013; activation, % at 7.58 µM; P16581;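 active = mean E-selectin-positive cell signal at least 10% of the positive control, reached in at least 60% of replicates, without over 20% cell loss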;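 also: in these data hits start at about 27%; measured in HUVEC primary endothelial cells; signal is the percent of cells scored E-selectin positive by PE staining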
# Target sequence (P16581 whole entry, looked up): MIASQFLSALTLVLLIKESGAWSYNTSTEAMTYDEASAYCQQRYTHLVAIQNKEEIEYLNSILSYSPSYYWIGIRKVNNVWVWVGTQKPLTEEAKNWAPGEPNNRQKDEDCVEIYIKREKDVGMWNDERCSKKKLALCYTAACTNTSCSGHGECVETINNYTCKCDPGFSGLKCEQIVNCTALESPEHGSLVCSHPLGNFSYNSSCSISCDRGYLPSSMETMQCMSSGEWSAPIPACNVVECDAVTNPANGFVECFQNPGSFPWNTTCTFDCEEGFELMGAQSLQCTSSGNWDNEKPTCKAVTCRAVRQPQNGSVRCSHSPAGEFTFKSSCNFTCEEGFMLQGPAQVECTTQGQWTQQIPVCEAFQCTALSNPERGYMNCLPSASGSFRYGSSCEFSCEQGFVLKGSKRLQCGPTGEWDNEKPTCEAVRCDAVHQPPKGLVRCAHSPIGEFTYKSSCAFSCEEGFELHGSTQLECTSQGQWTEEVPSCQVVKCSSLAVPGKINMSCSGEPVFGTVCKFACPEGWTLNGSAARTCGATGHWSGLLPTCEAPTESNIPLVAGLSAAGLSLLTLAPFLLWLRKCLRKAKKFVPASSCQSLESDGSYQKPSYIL
#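 Material: HUVEC primary endothelial cells; Amount: 3,000 cells per well; Dosing: single concentration; Medium: EGM-2 growth medium on 0.1% gelatin-coated wells; Read-out basis: percent E-selectin-positive cells; Signal: immunofluorescence imaging; Control set: TNF-alpha, DMSO.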
# PglD DTNB = C. jejuni PglD acetyltransferase inhibitors, primary screen, biochemical, DTNB colorimetric, single point | inhibition, % at 12.5 µM | 360,000 compounds, 0.098% hits | purified PglD enzyme, DTNB colorimetric CoA detection | AID 602405, 2012; in the data active = inhibition above about 16%, passing the limit was not always enough; also: strong numbers were not always called active
# Active calls of the source: *; / = no result given; & = joins results of further samples. This is a subset; the hit share may differ from the screen's.
SMILES,DENV2 CPE rescue,Statin myotox sup,S100A4 MyoIIA,E-selectin induc,PglD DTNB
O=C(c1cccnc1)N1CCCCN2[C@H](C1)[C@@H](c1ccc(C#Cc3ccccc3)cc1)[C@@H]2CO,1,/,/,/,-4
C[C@H](CO)N1C[C@H](C)[C@@H](CN(C)Cc2ccccc2)OCCCC[C@H](C)Oc2ccc(NC(=O)c3ccccc3)cc2C1=O,-11,/,/,/,4
Cc1ccc(S(=O)(=O)Nc2ccc3c(c2)C(=O)N([C@H](C)CO)C[C@@H](C)[C@H](CN(C)Cc2ccccc2)OCCCC[C@@H](C)O3)cc1,-11,/,/,/,1
Cc1ccc(S(=O)(=O)Nc2ccc3c(c2)C(=O)N([C@@H](C)CO)C[C@H](C)[C@@H](CN(C)Cc2ccccc2)OCCCC[C@H](C)O3)cc1,-17,/,/,/,-3
Cc1noc(C)c1S(=O)(=O)N(C)C[C@H]1OCCCC[C@H](C)Oc2ccc(NS(=O)(=O)c3ccc(F)cc3)cc2C(=O)N([C@@H](C)CO)C[C@@H]1C,-7,/,/,/,4
Cc1noc(C)c1S(=O)(=O)N(C)C[C@@H]1OCCCC[C@@H](C)Oc2ccc(NS(=O)(=O)c3ccc(F)cc3)cc2C(=O)N([C@@H](C)CO)C[C@@H]1C,-2,/,/,/,1
Cc1noc(C)c1S(=O)(=O)N(C)C[C@H]1OCCCC[C@@H](C)Oc2ccc(NS(=O)(=O)c3ccc(F)cc3)cc2C(=O)N([C@@H](C)CO)C[C@H]1C,-12,/,/,/,-2
CC(C)NC(=O)Nc1ccc2c(c1)C(=O)N([C@@H](C)CO)C[C@H](C)[C@H](CN(C)Cc1ccc3c(c1)OCO3)OCCCC[C@H](C)O2,-7,/,/,/,-4
Cc1ccc(S(=O)(=O)Nc2ccc3c(c2)C(=O)N([C@@H](C)CO)C[C@@H](C)[C@@H](CN(C)Cc2ccccc2)OCCCC[C@H](C)O3)cc1,-14,/,/,/,-1
CC(C)NC(=O)Nc1ccc2c(c1)C(=O)N([C@H](C)CO)C[C@@H](C)[C@H](CN(C)Cc1ccc3c(c1)OCO3)OCCCC[C@@H](C)O2,14,/,/,/,-2
C[C@@H]1CCCCO[C@H](CN(C)C(=O)Nc2cccc3ccccc23)[C@H](C)CN([C@@H](C)CO)C(=O)c2cc(NC(=O)Nc3ccccc3)ccc2O1,17,/,/,/,3
Cc1ccc(S(=O)(=O)Nc2ccc3c(c2)C(=O)N([C@H](C)CO)C[C@H](C)[C@@H](CN(C)Cc2ccccc2)OCCCC[C@H](C)O3)cc1,-2,/,/,/,-1
C[C@@H]1CCCCO[C@@H](CN(C)C(=O)Nc2cccc3ccccc23)[C@@H](C)CN([C@H](C)CO)C(=O)c2cc(NC(=O)Nc3ccccc3)ccc2O1,8,/,/,/,-1
Cc1ccc(S(=O)(=O)Nc2ccc3c(c2)C(=O)N([C@H](C)CO)C[C@@H](C)[C@H](CN(C)Cc2ccccc2)OCCCC[C@H](C)O3)cc1,-26,/,/,/,1
COc1ccc(C(=O)CC2OC(=O)c3c2ccc(OC)c3OC)cc1 (stereo unspecified),/,/,37,/,-8
COc1ccc2c(c1OC)C(C1c3c(cc4c(c3OC)OCO4)CCN1C)OC2=O (stereo unspecified),/,/,4,/,16
C[C@]12CC[C@@H]3c4ccc(O)cc4[C@@H](O)C[C@H]3[C@@H]1CC[C@@H]2O,/,/,23,/,-6
C=C(C)COc1ccc(-c2nc(N)ncc2-c2ccc(OC)cc2)c(O)c1,/,/,-1,/,-7
CCCCCC#CCC#CCC#CCC#CCCCC(=O)O,/,/,3,/,-7
CC(=O)OCC(=O)[C@@]12OC(C)(C)O[C@@H]1C[C@H]1[C@@H]3C[C@H](F)C4=CC(=O)C=C[C@]4(C)[C@@]3(F)[C@@H](O)C[C@@]12C,/,/,9,/,-1
O=C1CCCN1C(=O)CCC(=O)N1CCCC1=O,/,/,7,/,1
COC(=O)c1ccc(COc2ccc3c(C)c(C)c(=O)oc3c2C)o1,/,/,-12,/,4
Cc1ccccc1-c1coc2cc(O)ccc2c1=O,/,/,-2,/,-2
COc1cc2c(cc1OC)/C(=C/c1ccc(Cl)cc1)C(=O)OC2,/,/,-8,/,-1
CC(=O)c1cccc(NC(=O)N[C@@H](CC(C)C)C(=O)O)c1,/,/,-7,/,1

# Full records, looked up by structure.
# `Cc1ccc(S(=O)(=O)Nc2ccc3c(c2)C(=O)N([C@H](C)CO)C[C@@H](C)[C@H](CN(C)Cc2ccccc2)OCCCC[C@H](C)O3)cc1` in the list: DENV2 CPE rescue = -26; Statin myotox sup = /; S100A4 MyoIIA = /; E-selectin induc = /; PglD DTNB = 1
# `CC(C)NC(=O)Nc1ccc2c(c1)C(=O)N([C@H](C)CO)C[C@@H](C)[C@H](CN(C)Cc1ccc3c(c1)OCO3)OCCCC[C@@H](C)O2` in the list: DENV2 CPE rescue = 14; Statin myotox sup = /; S100A4 MyoIIA = /; E-selectin induc = /; PglD DTNB = -2
# `C=C(C)COc1ccc(-c2nc(N)ncc2-c2ccc(OC)cc2)c(O)c1` in the list: DENV2 CPE rescue = /; Statin myotox sup = /; S100A4 MyoIIA = -1; E-selectin induc = /; PglD DTNB = -7

# (cont.)
SMILES,DENV2 CPE rescue,Statin myotox sup,S100A4 MyoIIA,E-selectin induc,PglD DTNB
CC1/C(=C\c2ccc(Cl)cc2)C(=O)C2CC1C2(C)C (stereo unspecified),/,/,9,/,-4
COc1ccc2c(c1OC)C(=O)N1C2SC[C@H]1C(=O)NC1CC(C)(C)NC(C)(C)C1 (stereo partly specified),/,/,-17,/,4&5
O=C(Nc1ccc(Oc2c(F)c(F)c(F)c(F)c2F)cc1)OC1CCN2Cc3ccccc3N=C12 (stereo unspecified),/,/,-6,/,-1
CCN(CC)CCCNC(=O)C1c2ccccc2Oc2ccccc21,/,/,3,/,4
COc1ccc(CCNC(=O)c2c(O)c3c([nH]c2=O)CCCC3)cc1,/,/,-17,/,0
CC(C)C1Cc2[nH]c(=O)c(C(=O)O)cc2CO1 (stereo unspecified),/,/,21,/,9
COc1ccc(C2C(C#N)=C(N)Oc3cc(C)[nH]c(=O)c32)c(OC)c1OC (stereo unspecified),/,/,-8,/,0
Cc1cccc(N2C(=O)C3C(c4ccccc4)OC4(C(=O)c5ccccc5C4=O)C3C2=O)c1 (stereo unspecified),/,/,0,/,-2
COC(=O)c1ccc(NC(=O)C23CCC(C)(C(=O)O2)C3(C)C)cc1 (stereo unspecified),/,/,-7,/,1
COc1ccc(-c2c(C)c3ccc(OCC(C)=O)cc3oc2=O)cc1,/,/,17,/,1
COc1cc(CNCc2ccc(OC)c(OC)c2OC)cc(OC)c1,/,/,8,/,-5
N#C/C(C(N)=O)=c1/ccc2c(c1)N1C3=C(CCCC3)CC3CCCCC31N=2 (stereo unspecified),/,/,-7,/,-3
CCSC(=O)CCCCCCCCCCCO,/,/,-12,/,5
CO[C@H]1CN(C)C(=O)c2ccc(NC(C)=O)cc2OC[C@H](C)N(C(=O)c2cnccn2)C[C@H]1C,/,16,/,-0.1,/
CCc1ccc(Nc2nnc(SC3CCOC3=O)s2)cc1 (stereo unspecified),/,3,/,-0.2,/
C[C@H](CO)N1C[C@H](C)[C@H](CN(C)C(=O)Nc2ccc(F)cc2)Oc2ncc(-c3ccccc3)cc2C1=O,/,1,/,0.1,/
Cc1noc(C)c1S(=O)(=O)N(C)C[C@@H]1Oc2c(NC(=O)C3CCOCC3)cccc2C(=O)N([C@@H](C)CO)C[C@@H]1C,/,33,/,0.1,/
COc1ccc(-c2nn(-c3ccccc3)cc2/C=C/C(=O)OCC(=O)Nc2cccc(C#N)c2)cc1,/,6,/,-0.3,/
O=C(CCCc1nc(-c2ccc(Cl)cc2)no1)Nc1cccnc1,/,-7,/,-1.3,/
C[C@@H]1CN([C@H](C)CO)C(=O)CCCn2cc(nn2)CO[C@@H]1CN(C)C(=O)Nc1cccc(C(F)(F)F)c1,/,8,/,-0.3,/
Cc1ccc(S(=O)(=O)Nc2ccc3c(c2)CC(=O)N([C@@H](C)CO)C[C@H](C)[C@H](CN(C)Cc2ccc(C(F)(F)F)cc2)O3)cc1,/,30,/,1.0,/
C[C@@H](O)C#Cc1ccc2c(c1)O[C@H](CN(C)CC1CC1)[C@@H](C)CN([C@@H](C)CO)S2(=O)=O,/,-3,/,3.1,/
CCCN(C)C[C@H]1OCCCC[C@@H](C)Oc2ccc(NC(=O)c3ccccc3)cc2C(=O)N([C@@H](C)CO)C[C@H]1C,/,24,/,0.0,/
CCCN(C)C[C@H]1Oc2cc(C#CC3CCCCC3)ccc2S(=O)(=O)N([C@H](C)CO)C[C@@H]1C,/,-14,/,0.0,/
COCC(=O)Nc1ccc2c(c1)OC[C@H](C)N(Cc1cncnc1)C[C@H](C)[C@H](OC)CN(C)C2=O,/,-6,/,0.9,/

# Three entries already listed, sorted by SMILES length, rising:
SMILES,DENV2 CPE rescue,Statin myotox sup,S100A4 MyoIIA,E-selectin induc,PglD DTNB
O=C(CCCc1nc(-c2ccc(Cl)cc2)no1)Nc1cccnc1,/,-7,/,-1.3,/
COc1ccc(CCNC(=O)c2c(O)c3c([nH]c2=O)CCCC3)cc1,/,/,-17,/,0
Cc1ccc(S(=O)(=O)Nc2ccc3c(c2)CC(=O)N([C@@H](C)CO)C[C@H](C)[C@H](CN(C)Cc2ccc(C(F)(F)F)cc2)O3)cc1,/,30,/,1.0,/

# Later entries:
SMILES,DENV2 CPE rescue,Statin myotox sup,S100A4 MyoIIA,E-selectin induc,PglD DTNB
C[C@@H]1CN([C@H](C)CO)C(=O)c2cc(-c3cccc(F)c3)cnc2O[C@@H]1CN(C)Cc1cccc(F)c1,/,8,/,0.1,/
C[C@H](CO)N1C[C@H](C)[C@@H](CN(C)Cc2ccccn2)Oc2cc(-c3ccc(C#N)cc3)ccc2S1(=O)=O,/,11,/,0.5,/
CNC[C@@H]1OCCCC[C@H](C)Oc2ccc(NC(=O)Nc3ccc4c(c3)OCO4)cc2C(=O)N([C@@H](C)CO)C[C@@H]1C,/,-21,/,0.0,/
C[C@H]1CN([C@@H](C)CO)S(=O)(=O)c2ccc(-c3ccccc3)cc2O[C@H]1CN(C)C(=O)C1CC1,/,-26,/,0.0,/
C[C@@H]1CN([C@H](C)CO)C(=O)c2cccc(NC(=O)Nc3ccccc3)c2O[C@H]1CN(C)Cc1ccccc1,/,53,/,-2.6,/
Cc1noc(C)c1S(=O)(=O)Nc1ccc2c(c1)C(=O)N([C@H](C)CO)C[C@H](C)[C@H](CN(C)C(=O)Nc1ccc(F)cc1)O2,/,-13,/,-0.1,/
Cc1noc(C)c1NC(=O)Nc1ccc2c(c1)CC(=O)N([C@H](C)CO)C[C@H](C)[C@@H](CN(C)C(=O)Nc1cccc3ccccc13)O2,/,20,/,0.0,/
C[C@@H]1CCCCO[C@H](CN(C)C(=O)c2ccccc2)[C@H](C)CN([C@@H](C)CO)C(=O)c2cc(NC(=O)CCCN(C)C)ccc2O1,/,-10,/,0.2,/
COCC#Cc1cnc2c(c1)C(=O)N([C@@H](C)CO)C[C@@H](C)[C@H](CN(C)Cc1ccc(-c3ccccc3)cc1)O2,/,6,/,-0.1,/
COC(=O)N(C)C[C@@H]1OCc2cn(nn2)CCCC(=O)N([C@H](C)CO)C[C@@H]1C,/,-16,/,-0.2,/
O=C(C[C@@H]1C=C[C@H](NS(=O)(=O)c2ccccc2)[C@H](CO)O1)NCc1ccc(Cl)c(Cl)c1,/,-6,/,-0.3,/
C[C@H](CO)N1C[C@H](C)[C@@H](CN(C)Cc2ccc(Oc3ccccc3)cc2)Oc2c(NC(=O)c3cnccn3)cccc2C1=O,/,9,/,-0.1,/
C[C@@H]1CN([C@@H](C)CO)C(=O)CCCn2cc(nn2)CO[C@H]1CN(C)Cc1ccc2c(c1)OCO2,/,0,/,0.7,/
CO[C@H]1CC[C@@H]2CCN(C)C(=O)[C@@H](C)N(C)C(=O)c3cc(C#N)ccc3OC[C@H]1O2,/,-17,/,0.0,/
C[C@H](CO)N1C[C@H](C)[C@@H](CN(C)C(=O)Nc2ccc3c(c2)OCO3)Oc2ccc(NS(=O)(=O)c3ccccc3)cc2CC1=O,/,-34,/,0.2,/
C[C@H](CO)N1C[C@H](C)[C@@H](CN(C)S(C)(=O)=O)Oc2cc(-c3ccc(F)cc3)ccc2S1(=O)=O,/,-4,/,-1.0,/
COC(=O)c1oc2nc(C)cc(C)c2c1N,/,-5,/,-1.2,/
COc1ccc(CN(C)C[C@H]2OCCCC[C@@H](C)Oc3ccc(NC(=O)NC(C)C)cc3C(=O)N([C@@H](C)CO)C[C@H]2C)cc1,/,11,/,-0.1,/

# Screening data from PubChem BioAssay.
